V-ATPase pHluor: alters yeast V-ATPase proton transport | S. cerevisiae, pHLuorin cytosolic pH fluorescence | response, % at 10 µM | actives 0.37% (n = 350,000); in the data active means response mostly above about 7.3%, no sharp cut-off; inactive means mostly below about 5.4%; further: actives read high; inactives centre near 0; some compounds called inactive have numbers as strong as hits; reference of the scale not given here
HTR5A inv ctr: HTR5A inverse agonism, opioid heterodimer counter-screen. P47898. HTR5A cell line, luminescence. inhibition, % at 9.3 µM. actives 0.083% (n = 340,000); in the data active means inhibition mostly above about 23%, no sharp cut-off; inactive means mostly below about 18%;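 further: 0% = cells with DMSO and 100% = no-cell wells with DMSO; some compounds called inactive have numbers as strong as hits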
Target sequence (P47898 whole entry, looked up): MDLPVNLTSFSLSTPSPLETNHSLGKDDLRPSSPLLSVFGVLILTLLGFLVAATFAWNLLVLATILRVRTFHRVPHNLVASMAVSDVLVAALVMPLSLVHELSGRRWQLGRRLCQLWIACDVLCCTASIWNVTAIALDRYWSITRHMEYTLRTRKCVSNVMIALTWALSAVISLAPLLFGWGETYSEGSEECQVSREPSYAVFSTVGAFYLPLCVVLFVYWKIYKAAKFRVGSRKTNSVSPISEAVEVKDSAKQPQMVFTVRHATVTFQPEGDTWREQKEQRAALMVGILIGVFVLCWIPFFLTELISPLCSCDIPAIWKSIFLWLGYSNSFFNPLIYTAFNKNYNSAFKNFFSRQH
PKA-R1A act: activators of PKA-R1A complex; activation, % at 11.4 µM; PKA-R1A dissociation, Cy5-IP20 fluorescence polarization; scaled: DMSO 0%, 113 µM cGMP 100%; actives 0.083% (n = 340,000); AID 504707; P00514+P68181;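 active means percent activation above the mean of all tested compounds plus 3 SD, cut at about 19% in these data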;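 further: higher means more PKAc released from R1A so a rise in polarization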
PKA-R2B act: PKA-R2B complex activation; P22694+P31323; PKA-R2B holoenzyme dissociation, Cy5-IP20 fluorescence polarization; R2B truncated from residue 108, S112A mutant; 0% DMSO only, 100% 113 µM cGMP; activation, % at 11.4 µM; actives 0.079% (n = 340,000); AID 504700;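 active means activation above a cutoff set at the mean over all compounds plus 3 SD, cut at about 18% in these data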;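 further: higher means more holoenzyme dissociation and a rise in polarization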
MOR-DOR inv ag: inverse agonists of human mu-delta opioid receptor heterodimerization | P35372+P41143 | cell-based MOR-DOR heterodimer luminescence, inverse agonism | inhibition, % at 9.3 µM | actives 0.21% (n = 340,000); in the data active means inhibition above about 22%, passing the limit was not always enough;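 further: 0% = cells with DMSO and 100% = wells without cells with DMSO; values of inactives mirror those of a sister screen read the other way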
Pemphigus Ab inh: blocks pemphigus antibody binding to human desmoglein-3. P32926. DSG3-coupled beads, scFv-anti-DSG3-GFP binding, flow cytometry; active compounds read low. binding (percent of control), % at 10 µM. actives 0.48% (n = 310,000). AID 588358;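 active means binding more than 3 SD below its plate's average and above zero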;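 further: hits lower antibody fragment binding to DSG3; some compounds called inactive have numbers as strong as hits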
Arr AP2 block: human beta-arrestin and AP2 interaction inhibition | actives 0.31% (n = 340,000) | FITC-arrestin peptide / GST-AP2 beads, flow cytometry; AP2 beta2 appendage carries R879A mutation | AID 504490 | inhibition, % at 10 µM;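 active means inhibition above a set limit, near 3 SD of compounds lacking own fluorescence, cut at about 54% in these data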;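 further: plate controls were DMSO wells for no effect and 5 µM unlabelled arrestin peptide for full effect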
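System: GST-AP2 R879A bound to glutathione beads, E. coli-expressed. Also added: 50 nM FITC-arrestin peptide. Schedule: compound with beads 12 min RT, then probe 1 h RT. Signal: bead flow cytometry, FITC channel. Read-out basis: percent response.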
DAGLB inh: diacylglycerol lipase beta (human) inhibition; HEK293T DAGLB membrane lysate, EnzChek fluorogenic substrate; inhibition, % at 5.17 µM; actives 0.059% (n = 340,000); AID 504411; in the data active means inhibition above about 34%;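 further: 0% = enzyme with vehicle and 100% = wells lacking enzyme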
Target sequence (Q8NCG7 whole entry, looked up): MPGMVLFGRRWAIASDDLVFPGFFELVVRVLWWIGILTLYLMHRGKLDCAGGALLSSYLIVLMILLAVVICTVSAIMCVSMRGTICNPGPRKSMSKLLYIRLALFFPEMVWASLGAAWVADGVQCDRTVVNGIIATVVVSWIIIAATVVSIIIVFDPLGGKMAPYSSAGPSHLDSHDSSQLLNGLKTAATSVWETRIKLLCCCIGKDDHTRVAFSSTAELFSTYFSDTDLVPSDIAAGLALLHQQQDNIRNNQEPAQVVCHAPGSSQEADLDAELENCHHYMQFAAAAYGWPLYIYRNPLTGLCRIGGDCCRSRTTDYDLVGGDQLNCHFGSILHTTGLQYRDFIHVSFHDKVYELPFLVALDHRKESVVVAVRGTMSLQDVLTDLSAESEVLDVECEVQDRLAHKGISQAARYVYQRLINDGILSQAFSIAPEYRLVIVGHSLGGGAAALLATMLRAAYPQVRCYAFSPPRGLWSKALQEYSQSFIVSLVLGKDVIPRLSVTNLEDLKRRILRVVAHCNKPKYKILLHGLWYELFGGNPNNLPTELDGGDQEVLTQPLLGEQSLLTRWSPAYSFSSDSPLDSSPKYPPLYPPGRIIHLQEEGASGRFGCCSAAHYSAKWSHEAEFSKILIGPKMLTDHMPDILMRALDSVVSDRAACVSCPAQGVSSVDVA
OPRM1-OPRD1 ag: OPRM1-OPRD1 heterodimerization agonism; P35372+P41143; cells, luminescence; activation, % at 9.3 µM; actives 0.3% (n = 340,000); AID 504326; in the data active means activation above about 18%;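 further: 0% = vehicle-treated cells and 100% = reference agonist; values of inactives mirror those of a sister screen read the other way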
HTR5A ag: HTR5A agonism, opioid heterodimer counter-screen. activation, % at 9.3 µM. actives 0.61% (n = 340,000). AID 504692. HTR5A agonist assay, luminescence, cell-based; in the data active means activation mostly above about 9.5%, no sharp cut-off; inactive means mostly below about 7.6%;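 further: 0% = cells with vehicle only and 100% = reference agonist; strong numbers were not always called active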
* hit, by the source's call; nt = no result given.

SMILES	V-ATPase pHluor	HTR5A inv ctr	PKA-R1A act	PKA-R2B act	MOR-DOR inv ag	Pemphigus Ab inh	Arr AP2 block	DAGLB inh	OPRM1-OPRD1 ag	HTR5A ag
CCCCN1C(=O)c2cccc3cc(O)cc(c23)C1=O	-5	2	2	5	-22	105	45	-22	4.2	0
Cc1ccc(S(=O)(=O)Oc2ccc(/C=C(/NC(=O)c3ccccc3)C(=O)NC(C)C(=O)O)cc2)cc1 (configuration not stated)	0	7	-3	0	16	106	9	0	-3.5	-2
Cc1ccc(-c2csc(NC(=O)C3=COCCO3)n2)cc1	2	21	1	-4	-7	105	29	-11	1.4	8
O=C(NCCCO)C(=O)NCc1ccncc1	4	14	8	0	9	96	-14	-1	-1.6	-6
Cc1ccc(S(=O)(=O)/N=C(/Nc2ccc(F)cc2F)c2ccc(F)cc2)cc1	-10	6	-2	3	8	nt	30	-3	-1.7	2
O=C(CN(C(=O)c1csnn1)c1ccccc1)NCCc1ccccc1	-3	-6	-6	-7	4	96	18	-2	-0.7	3
CCOC(=O)c1nn(-c2ccccc2)c(=O)cc1SC1CCCCC1	1	14	0	3	11	106	-24	0	-2.2	2
O=C(Nc1nnc(N2CCCCCC2)s1)c1cc(-c2ccc(Br)cc2)on1	-1	-1	-2	-2	9	93	-6	2	-1.4	0
COC(=O)c1ccc2nc(NC(=O)CCS(=O)(=O)c3ccccc3)sc2c1	-2	2	-2	-3	-5	96	41	-1	0.7	-3
CC(NC(=O)c1ccc(CS(C)(=O)=O)cc1)c1ccc(-n2ccnc2)cc1 (configuration not stated)	6	-1	7	-7	1	111	-2	-1	-0.3	2
CCOC(=O)C1=C(C)N=C2SCCC(=O)N2[C@@H]1c1cccs1	3	-9	-4	1	2	111	-3	-9	-0.3	4
Cn1cc(S(=O)(=O)Nc2ccc(Oc3ccccc3)cc2)c(=O)n(C)c1=O	5	6	-7	-8	11	99	-6	0	-1.9	5
CCCCNCc1cccn1-c1ccccc1	-2	-2	3	-5	4	104	28	-3	-0.7	-3
O=C(Cc1c(O)c2ccccc2[nH]c1=O)NC1CCCCCCC1	-5	3	4	8	4	100	10	3	-0.8	-4
O=C(NC(NC(=S)Nc1ccccc1C(=O)O)C(Cl)(Cl)Cl)c1ccco1 (configuration not stated)	-4	-3	-13	-4	7	96	1	-4	-1.1	1
CCn1c(CC(=O)Nc2ccc(F)cc2)nnc1SCC(=O)NC1=NCCS1	0	-18	7	2	-4	-62*	-21	-2	0.5	6
C=C(C)C(=O)Nc1nnc(-c2ccccc2C)s1	0	-1	-4	-4	16	110	-14	-3	-3.5	0
O=C1c2cccc3cccc(c23)C(=O)N1CCN1CCN(C(=S)Nc2ccccc2)CC1	-1	10	-7	-14	13	120	3	-2	-2.4	0
COc1ccc(CN2CCNC(=O)C2CC(=O)NCCN2CCCCC2=O)c(F)c1 (configuration not stated)	-1	-6	-6	3	7	99	3	0	-1.3	3
OC1CCCN(CC(O)COc2ccc(-c3ccccc3)cc2)C1 (configuration not stated)	0	-7	10	3	-6	83	-1	-2	0.9	2
Cc1ncc([N+](=O)[O-])n1Cc1cccc2ccccc12	1	10	-1	11	2	98	1	1	-0.3	-4
CCc1ccc(CN(C)C(=O)c2cc(COc3cc(C)c(Cl)c(C)c3)on2)nc1	-1	-2	-11	-13	-16	87	5	-4	3.1	6
CC(=O)SC(C)CC(=O)Nc1ccccc1 (configuration not stated)	3	1	-3	-2	23	84	1	-2	-3.9	-3
COc1ccccc1OCc1ccc(C(=O)N2CCN(C)CC2)o1	-4	1	-1	1	17	96	1	-1	-3.1	-2
CN(C)S(=O)(=O)c1cccc(COC(=O)CN2CCCCCC2=O)c1	0	-9	0	3	-11	98	31	-1	1.4	3
(next part)
SMILES	V-ATPase pHluor	HTR5A inv ctr	PKA-R1A act	PKA-R2B act	MOR-DOR inv ag	Pemphigus Ab inh	Arr AP2 block	DAGLB inh	OPRM1-OPRD1 ag	HTR5A ag
Cc1csc2c(=O)sc(NC(=O)c3ccc(F)cc3Cl)nc12	-4	-13	-5	1	3	nt	11	-2	-0.5	-2
CCc1ccc(NC(=O)Nc2c(C)n(C)n(-c3ccccc3)c2=O)cc1	-3	-15	0	-2	3	97	-4	0	-0.6	1
COc1ccc2nc(SCC(=O)/C(C#N)=C(\C)N)[nH]c2c1	0	26	-16	0	13	100	26	-1	-2.7	-12
CN(C)S(=O)(=O)c1ccc(C(=O)NCc2nc3ccccc3s2)cc1	-1	-19	5	-12	8	98	6	2	-1.5	7
CCOc1ccc(S(=O)(=O)N(C)c2ccc(OCC(=O)NCC3CCCO3)cc2)cc1 (configuration not stated)	3	-10	-4	-1	8	114	23	0	-1.6	4
COCC(=O)N(Cc1cc2cccc(C)c2[nH]c1=O)c1ccccc1	-2	-20	-4	-10	9	92	26	-2	-2.0	5
CC(=O)Nc1ccc(S(=O)(=O)NCc2nc(-c3ccc(C)cc3)no2)cc1	0	-11	-6	-5	9	99	-7	-1	-1.8	-2
Cc1cccc([C@@H]2C[C@H]3CN(Cc4cccc(Cl)c4)C(=O)[C@]34CCCN24)n1	0	-6	0	9	-2	113	27	1	0.3	2
COc1ccccc1N1CCN(C(=O)c2cc(C(=O)N3CCN(c4ccccc4OC)CC3)cc([N+](=O)[O-])c2)CC1	0	0	4	-1	-2	96	-19	1	0.4	0
COC(=O)c1ccc(NC(=O)C23CC4CC(C2)CC(n2cnc(Cl)n2)(C4)C3)cc1	3	-8	-5	-4	7	nt	26	-3	-1.1	-4
CCCC1(C(=O)O)NC(c2ccccc2O)C2C(=O)N(Cc3ccccc3)C(=O)C21 (configuration not stated)	-2	-8	-4	-11	14	106	-2	3	-2.7	3
O=C(COC(=O)c1ccc(OC(F)(F)F)cc1)Nc1ncccn1	0	-7	-1	-8	14	108	24	2	-2.7	2
CCOC(=O)c1ccc(NC(=O)c2cn(CCC#N)nc2-c2ccc3c(c2)OCCO3)cc1	-2	19	6	-7	12	94	-1	-4	-2.2	4
Cc1ccc(NC(=O)C2CC(=O)NC(N3CCCCC3)=N2)cc1Cl (configuration not stated)	-4	-2	-4	3	19	105	21	0	-3.7	0
COC(=O)CCC(=O)Nc1nnc(C(F)(F)F)s1	-1	27	8	-2	6	100	8	-1	-1.1	4
Cc1ccc(NC(=O)CN(C)C(=O)CSc2ccc3c(c2)OCCO3)cc1	3	5	-6	-6	0	nt	-3	2	-0.1	-2
COc1cccc(NC(=O)Nc2nc(-c3ccc(OC)c(OC)c3)cs2)c1	-2	-68	5	-8	-154	107	-7	-1	29*	25*
O=C(O)/C=C/c1cn(Cc2ccccc2)nc1-c1cccs1	4	18	7	-2	10	108	3	-4	-2.0	0
Cc1cc(C(=O)N/N=C/c2ccc[nH]2)no1	-3	17	-2	0	19	101	31	-2	-3.6	-4
O=C(/C=C/c1ccc(Br)cc1)NC(=S)N1CCOCC1	2	9	0	-6	10	105	0	0	-1.8	-3
O=C(CN1C(=O)C(=O)c2ccccc21)c1ccc(Cl)cc1	3	1	2	7	46*	109	6	3	-8.3	1
COc1ccc(NC(=O)CSc2cc(C)nc3c(-c4ccccc4)cnn23)cc1	-1	-4	-10	-2	-24	113	19	-2	4.7	4
COc1ccc(C2Nc3ccccc3C(=O)N2NS(C)(=O)=O)cc1 (configuration not stated)	-4	1	15	1	9	106	7	1	-1.6	0
Cc1nn(-c2ccccc2)c(C)c1/C=N/NC(=O)CSc1nc2ccccc2c(=O)n1-c1ccccc1	-3	3	-9	-17	-19	103	22	0	3.6	3
O=C(Nc1nnc(SCC(=O)N2CCOCC2)s1)c1ccccc1Cl	-4	1	3	5	18	93	5	0	-3.2	-3

Three entries from above, set out differently.
Sequence of screens – V-ATPase pHluor | HTR5A inv ctr | PKA-R1A act | PKA-R2B act | MOR-DOR inv ag | Pemphigus Ab inh | Arr AP2 block | DAGLB inh | OPRM1-OPRD1 ag | HTR5A ag
CCc1ccc(NC(=O)Nc2c(C)n(C)n(-c3ccccc3)c2=O)cc1
  -3 | -15 | 0 | -2 | 3 | 97 | -4 | 0 | -0.6 | 1
Cc1nn(-c2ccccc2)c(C)c1/C=N/NC(=O)CSc1nc2ccccc2c(=O)n1-c1ccccc1
  -3 | 3 | -9 | -17 | -19 | 103 | 22 | 0 | 3.6 | 3
Cc1ccc(NC(=O)CN(C)C(=O)CSc2ccc3c(c2)OCCO3)cc1
  3 | 5 | -6 | -6 | 0 | nt | -3 | 2 | -0.1 | -2

(list continues)
SMILES	V-ATPase pHluor	HTR5A inv ctr	PKA-R1A act	PKA-R2B act	MOR-DOR inv ag	Pemphigus Ab inh	Arr AP2 block	DAGLB inh	OPRM1-OPRD1 ag	HTR5A ag
O=C(c1ccc2ccccc2c1)C1CCCN(C(=O)CCn2cnnn2)C1 (configuration not stated)	0	5	2	-1	3	115	8	0	-0.7	-2
Cc1nn2cnc3sc4c(c3c2nc1=O)CCCC4	0	-5	-5	-9	-8	103	0	1	1.4	2
COc1ccc(C2=Nc3ccccc3C2(O)CCN2C(=O)c3ccccc3C2=O)cc1 (configuration not stated)	3	6	-6	-1	9	107	21	-1	-1.9	-2
Cc1nn(-c2ccccc2C(F)(F)F)c(=O)c2noc(C)c12	1	5	-14	-6	4	nt	-4	1	-0.8	-2
CCOC(=O)c1cc(C(C)(C)C)n(CCCN2CCOCC2)c1C	-2	-19	-4	-6	-2	110	6	1	0.5	0
COc1cccc(CNC(=O)Cc2ccc(OC)c(S(=O)(=O)N3CCOCC3)c2)c1	3	-1	6	-3	6	105	35	0	-1.2	0
COc1ccc(CNCc2cccc(Cl)c2)cc1	-3	-15	-19	-6	-17	118	6	0	3.0	4
Cc1cc(S(=O)(=O)Nc2ccc(C(=O)NCC(c3ccco3)N3CCCC3)cc2)ccc1F (configuration not stated)	1	6	4	9	2	106	0	-2	-0.3	5
COc1ccccc1NC(=O)CS(=O)(=O)c1cn(CC(=O)N2CCOCC2)c2ccccc12	0	2	-17	-5	16	101	1	4	-3.1	-1
Cc1ccc(-c2nc(CN3CCCCC3CCN3CCCC3=O)c(C)o2)o1 (configuration not stated)	2	-7	12	-8	10	112	19	-1	-1.9	3
O=C(O)CSc1ncn[nH]1	-1	0	0	-3	13	nt	12	-8	-3.0	0
CCOC(=O)Cn1c(-c2ccccc2)nc2ccccc2c1=O	1	8	-3	-9	-21	107	19	-6	3.9	5
Cc1ccc(C(=O)OCC(=O)NC2CC2)cc1S(=O)(=O)N1CCOCC1	0	-5	10	3	6	103	6	-5	-1.6	-1
CCn1c(CNc2ccc(OC)cc2)nnc1SCC(=O)c1ccc(OC)cc1	0	3	-7	0	11	nt	14	-3	-1.7	1
COc1cccc2sc(N(CCCN(C)C)C(=O)c3sc4ccccc4c3Cl)nc12	-4	24	0	-5	-20	104	-7	4	4.0	0
COc1ccc(S(=O)(=O)N2CCN(C(=O)c3ccco3)CC2)c(C)c1C	-1	-5	1	-1	3	116	-11	0	-0.6	1

Screening data from PubChem BioAssay.
